Screening results from PubChem.
Giardia kill – Giardia lamblia killing. Giardia lamblia trophozoite viability. activity change, % at 7.66 µM, hits read low. 340,000 compounds, 0.15% hits. AID 540267; in the data active = activity change below about -80%; inconclusive = between about -30% and that limit;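 also: parasites exposed to compound for two days anaerobically before the ATP read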
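Anaerobic 48 hrs incubation at 37 deg C of 100 trophozoites/well with test compounds; ATPLite 1-Step luminescence, 15-30 min RT, reports cellular ATP as viability.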
USP2a inh – USP2a (human) protease inhibition | AID 463254 | USP2 core, Ub-CHOP2 coupled fluorogenic reporter, 485/531 | Potency, µM (series often up to 38.3 µM), for inactives: at the top dose activity change, negative = inhibition, hits mostly inhibitors | 330,000 compounds, 0.01% hits;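 also: potency is read from the fitted curve at half-maximal effect; plate controls were DMSO wells for no effect and full inhibition by NEM control for full effect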
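USP2 core (10nM final) preincubated 30min RT with compound in 20mM Tris-HCl pH 8.0, 2mM CaCl2, 2mM beta-mercaptoethanol, 0.05% CHAPS; 25nM Ub-CHOP2 plus 25nM reporter substrate added, fluorescence (Ex485/Em531) read after 60min.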
PKM2 activator – activators of human pyruvate kinase M2; P14618; purified PKM2, Kinase-Glo ATP luminescence, activation; response scale: 0% is enzyme alone, no compound; Potency, µM (top dose mostly 57.5 µM), inactives show at the top dose activation, usual class: activators; 260,000 compounds, 0.34% hits; also: potency is read from the fitted curve at half-maximal effect; nearly all actives have a fitted effect of over 55% in size
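Purified hPK-M2 (>95%) run at intermediate activity with 0.1 mM ADP and 0.5 mM PEP in 50 mM imidazole pH 7.2, KCl, MgCl2; 1 h room temperature. ATP formed read by Kinase-Glo luminescence; normalized to uninhibited and no-enzyme controls.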
uPA generation – inhibitors of cell surface uPA generation; cell surface uPA generation assay, qHTS; Potency, µM (doses to about 38.3 µM), without a hit: top-dose activity change, negative = inhibition, most hits filed as inhibitors; 330,000 compounds, 0.31% hits; AID 540303; active = well fitted inhibition curve with a large enough effect; inconclusive = small, poorly fitted or top-dose-only effect; inactive = no such curve, though single readings can be large or run the other way; tested in mouse RAW 264.7 cells; also: potency is read from the fitted curve at half-maximal effect; nearly all actives have a fitted effect of over 55% in size
Eya2 inh – blocks the phosphatase activity of human Eya2. O00167. recombinant Eya2, OMFP fluorescence dephosphorylation (OMFP is methylfluorescein phosphate). Potency, µM (titrated, usually from 76.9 µM), inactives show top-dose activity, negative = inhibition, actives largely listed as inhibitors. 330,000 compounds, 0.006% hits; also: potency is read from the fitted curve at half-maximal effect
Target sequence (O00167 whole entry, looked up): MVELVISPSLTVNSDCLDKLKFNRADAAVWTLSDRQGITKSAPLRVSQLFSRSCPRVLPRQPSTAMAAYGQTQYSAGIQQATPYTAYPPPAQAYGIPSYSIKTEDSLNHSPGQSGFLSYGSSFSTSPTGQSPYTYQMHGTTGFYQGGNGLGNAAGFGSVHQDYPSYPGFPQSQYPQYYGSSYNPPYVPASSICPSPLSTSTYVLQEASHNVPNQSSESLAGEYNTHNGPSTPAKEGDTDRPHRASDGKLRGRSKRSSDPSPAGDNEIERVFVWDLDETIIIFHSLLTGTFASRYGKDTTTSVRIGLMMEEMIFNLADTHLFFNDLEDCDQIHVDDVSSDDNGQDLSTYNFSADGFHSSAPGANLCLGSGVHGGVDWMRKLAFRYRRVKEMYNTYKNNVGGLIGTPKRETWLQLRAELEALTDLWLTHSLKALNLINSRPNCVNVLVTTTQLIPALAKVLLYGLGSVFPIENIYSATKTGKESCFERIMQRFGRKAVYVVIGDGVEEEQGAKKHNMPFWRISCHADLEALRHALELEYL
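Eya2 (0.2 uM) preincubated 10 min at ambient with compound, then OMFP substrate added at 50 uM; 10 min reaction in 50 mM HEPES pH 7.5, 50 mM NaCl, 5 uM MgCl2, 0.05% BSA, 1 mM DTT. Fluorescence read at Ex 485/Em 525 nm.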
B2AR arrestin – agonists driving beta-arrestin recruitment to human beta2-adrenergic receptor; P07550; beta-arrestin recruitment to beta2AR, cell-based reporter; Potency, µM (highest dose often 46.1 µM), for the others: top-dose activation, most hits filed as activators; 330,000 compounds, 0.02% hits; AID 492947;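 also: potency is read from the fitted curve at half-maximal effect; 0% = DMSO controls and full agonism = EC100 isoproterenol or metaproterenol; nearly all actives have a fitted effect of over 65% in size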
Target sequence (P07550 whole entry, looked up): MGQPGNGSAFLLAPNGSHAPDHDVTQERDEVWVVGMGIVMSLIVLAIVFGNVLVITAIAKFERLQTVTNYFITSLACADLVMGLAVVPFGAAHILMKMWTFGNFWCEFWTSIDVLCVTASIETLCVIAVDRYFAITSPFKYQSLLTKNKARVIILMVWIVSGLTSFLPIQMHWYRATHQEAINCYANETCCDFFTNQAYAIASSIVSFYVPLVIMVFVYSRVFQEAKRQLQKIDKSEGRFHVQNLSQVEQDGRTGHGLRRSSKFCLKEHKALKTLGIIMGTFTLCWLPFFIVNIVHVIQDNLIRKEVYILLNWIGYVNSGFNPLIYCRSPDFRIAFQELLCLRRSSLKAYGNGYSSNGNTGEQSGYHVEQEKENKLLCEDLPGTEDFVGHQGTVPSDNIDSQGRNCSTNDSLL
Chronic BCR inh – blocks chronic active B-cell receptor signaling | AID 493014 | 340,000 compounds, 0.05% hits | ABC-DLBCL IkBa-CBG/CBR reporter, luminescence ratio, 4 h | Potency, µM (top dose mostly 46.1 µM), without a hit: at the top dose ratio change, negative = lower green/red ratio, most hits filed as inhibitors; active = well fitted inhibition curve with a large enough effect in the signal ratio, with a control signal flat, not every such curve was filed as active; inconclusive = small, poorly fitted or top-dose-only effect, or effect the other way, or a change in a side signal; the % refers to the signal ratio;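 also: potency is read from the fitted curve at half-maximal effect; plate controls were basal doxycycline-induced cells for no effect and cells given 10 µM MG132 for full effect; MG132 reads +100%, hits lower the ratio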
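TMD8 ABC-DLBCL cells carrying doxycycline-inducible green luciferase fused to IkappaBalpha plus unfused red luciferase were exposed to compounds (up to 46 uM) for 4 hrs at 37C. Activity came from the overlap-corrected green/red luminescence ratio.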
KCNH2 WT inh – KCNH2 (human, wildtype) channel inhibition; U2OS, BacMam KCNH2, thallium flux FluxOr; hits give low values; activity change, % at 1.84 µM; 340,000 compounds, 0.37% hits; AID 720551;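 active = maximum activity change below -70%; inconclusive = maximum activity change between -70% and -50%; inactive = maximum activity change above -50%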
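U2OS cells were transduced with wild-type KCNH2 virus (2.03 x 10^8 / mL) for 4 h at room temperature, then cultured overnight at 37 C. Thallium flux was read with FluxOr dye. Rate constants were normalized to DMSO controls.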
KCNH2 3.1 block – blocks the human KCNH2 3.1 channel isoform | activity change, % (tested at about 1.8 µM) | U2OS KCNH2 3.1, thallium flux FluxOr; hits give low values | 340,000 compounds, 0.95% hits;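 active = maximum activity change below -70%; inconclusive = maximum activity change from -70% to -50%; inactive = maximum activity change above -50%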;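 also: thallium influx rate constant from kinetic fluorescence after stimulation buffer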
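Thallium flux read-out: FluxOr dye with Red40 quencher in HBSS/HEPES, 45 min at RT. Rate constants from kinetic reads were normalized to positive and negative DMSO controls. Cells: U2OS virally expressing the 3.1 isoform.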
GALK inhibitor – blocks human galactokinase activity | Potency, µM (series often up to 57.5 µM), for inactives: at the highest dose activity change, negative = inhibition, most hits filed as inhibitors | P51570 | Purified GALK, Kinase-Glo residual ATP luminescence | 270,000 compounds, 0.007% hits; also: potency is read from the fitted curve at half-maximal effect
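Luminescence from leftover ATP (Ultra-Glo luciferase/luciferin) served as read-out after a 1 h room-temperature reaction of 5 nM GALK with 35 uM ATP and 100 uM galactose.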
FBPA coupling cs – counter-screen for Giardia aldolase inhibitors: coupling enzyme system. coupling enzyme system counterscreen, AmpLite Red fluorescence. activity change, negative = inhibition, % at 58.2 µM, hits read low. 290,000 compounds, 0.67% hits. AID 2472; in the data active = activity change below about -30%
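Counterscreen lacking aldolase: glyceraldehyde-3-phosphate coupling-enzyme reagent preincubated 10 min at RT with compound (at 57.5 uM final), then substrate/coupling system with AmpLite Red added; fluorescence read at 525/598 nm after 20 min RT.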
An asterisk follows results filed as active; u = inconclusive; x = not tested or not shown; [ ] = remark or other dose. Unless noted, calls follow the shape of the dose curve; as a rule, active = well fitted curve in the direction sought with a large enough effect; inconclusive = small, poorly fitted or top-dose-only effect, or another doubt; inactive = no such curve, though single readings can be large; an effect the other way counts as inactive or inconclusive. Unless noted, % is scaled to controls: 0 for no effect and ±100 for the full control effect.

Results follow in this order: Giardia kill	USP2a inh	PKM2 activator	uPA generation	Eya2 inh	B2AR arrestin	Chronic BCR inh	KCNH2 WT inh	KCNH2 3.1 block	GALK inhibitor	FBPA coupling cs
1: COc1cccc(NC(=O)c2ccccc2N2C(=O)C3C4C=CC(C5CC45)C3C2=O)c1 (configuration not stated)
    5	0%	0%	15%	-4%	0.2%	2%	-14	12	8%	1
2: COC(=O)c1oc(-c2ccccc2)nc1C
    -7	-1%	1%	-6%	5%	-0.1%	12%	-6	14	9%	1
3: CCc1ccc(NC(=S)N(CCN2CCCCC2)Cc2ccco2)cc1
    -5	1%	-2%	-5%	4%	-1.5%	-3%	29	-8	0%	2
4: COc1ccc(-c2nnn(CC(=O)N(CCO)C(C(=O)NC3CCCC3)c3ccncc3)n2)cc1 (configuration not stated)
    -7	0%	0%	0%	-6%	0.1%	20%	3	-8	8%	9
5: CCn1c(C(=O)NCc2ccccn2)cc2sccc21
    -8	1%	6%	x	14%	0.1%	u	0	2	2%	-1
6: O=C(Nc1ccccc1)Oc1cccc(Br)c1
    -2	-1%	-4%	-18%	11%	-0.6%	u	4	20	1%	-1
7: CSCCC(NS(=O)(=O)c1cccc(C(F)(F)F)c1)C(=O)Nc1ccccc1N1CCCC1 (configuration not stated)
    8	5%	x	1%	-19%	0.0%	u	-12	4	x	x
8: COc1ccc(NC(=O)/C(C#N)=C/c2c(C)nn(-c3ccc(F)cc3)c2Cl)cc1OC
    -8	-1%	-2%	u	-14%	2.2%	u	-3	-11	0%	-1
9: Cc1cc(NC(=O)C2CCCC2)nc2c1c(=O)oc1ccccc12
    -10	2%	0%	6%	12%	0.2%	u	-1	-30	-2%	-3
10: O=C(CSc1nc2ccccc2[nH]1)Nc1ccc2[nH]c(=O)[nH]c2c1
    11	4%	x	-2%	-6%	-0.1%	1%	-5	4	x	x
11: CC(C)(C)c1ccc(-c2noc(CCC(N)=O)n2)cc1
    -29	0%	16%	-7%	-7%	-0.2%	u	-1	22	0%	-10
12: O=S(=O)(c1ccc(S(=O)(=O)N2CCC(O)CC2)cc1)N1CCCC1
    -15	4%	x	-1%	-3%	-0.3%	6%	18	9	4%	1
13: CCN(C(=S)NC(=O)CCc1ccccc1)c1ccccc1
    -2	5%	4%	5%	5%	0.1%	u	-2	11	2%	3
14: COc1ccc(CNC(=O)Cn2nc([N+](=O)[O-])c(Br)c2C)cc1OC
    -5	0%	x	-4%	4%	-0.9%	u	24	-8	x	1
15: COc1ccc(-n2nc(C(=O)NCC(=O)Nc3cc(OC)c(OC)c(OC)c3)c3ccccc3c2=O)cc1
    -12	1%	0%	-2%	-8%	-0.2%	4%	-17	-22	-2%	2

New compounds follow
Results follow in this order: Giardia kill	USP2a inh	PKM2 activator	uPA generation	Eya2 inh	B2AR arrestin	Chronic BCR inh	KCNH2 WT inh	KCNH2 3.1 block	GALK inhibitor	FBPA coupling cs
16: Cc1ccc(-n2ncc(C(=O)Nc3cc(Cl)cc(Cl)c3)c2C2CCNCC2)cc1C
    u	2%	-14%	11µM*	5%	0.0%	u	x	u	9%	2
17: COc1cccc(C(=O)Nc2cc(Cl)c(O)c(Cl)c2)c1
    -10	0%	1%	u	16%	-1.0%	u	-5	-3	1%	-5
18: COc1ccc(NC(=O)n2nc(OC(=O)c3cccs3)cc2N)cc1
    10	1%	-6%	-28%	-2%	0.2%	u	-6	23	-1%	-1
19: Cc1ccc(S(=O)(=O)N2CCCC2C(=O)Nc2ccc(O)cc2)cc1 (configuration not stated)
    -15	4%	u	u	1%	-0.1%	-2%	-1	-2	-1%	1
20: COc1cccc(C(=O)Nc2cccc(C(=O)N3CCOCC3)c2)c1
    -3	-1%	-4%	-2%	5%	-0.4%	u	-9	-2	0%	-3
21: O=C(Cn1nnc(-c2ccccc2)n1)N/N=C/c1cc([N+](=O)[O-])ccc1O
    -1	2%	-3%	-4%	2%	-0.5%	-1%	-13	-2	1%	2
22: CC(Sc1nnnn1-c1ccc(O)cc1)c1nc2ccccc2c(=O)[nH]1 (configuration not stated)
    -12	-1%	4%	2%	6%	-0.6%	5%	5	-9	-1%	3
23: Cc1cc(C(=O)N2CCCC(N3CCN(c4cccc(Cl)c4)CC3)C2)n(C)n1 (configuration not stated)
    -4	5%	x	11%	-8%	0.0%	u	-1	2	-2%	x
24: Cc1cc(C)cc(N2CC(C)Cn3c2nc2c3c(=O)[nH]c(=O)n2C)c1 (configuration not stated)
    37[activator]	2%	x	u	-15%	3.0%	0%	-1	-4	0%	0
25: Cc1csc(NC(=O)C(Cc2ccccc2)n2cccc2)n1 (configuration not stated)
    1	0%	7%	-19%	-2%	0.1%	u	4	-5	-1%	0
26: Cc1cccc(N=N/C(=C\O)C(=O)c2ccc(Br)cc2)c1
    3	0%	1%	-9%	-5%	0.1%	u	7	23	-1%	1
27: CCn1cc(C2C3=C(CC(C)(C)CC3=O)N(c3ccccc3)C3=C2C(=O)CC(C)(C)C3)c(C)n1
    26	-1%	5%	3%	-5%	-0.6%	4%	0	-1	0%	0
28: CCOC(=O)CSc1ccc2nnc(-c3cccnc3)n2n1
    6	0%	-1%	21%	3%	-0.1%	4%	-2	-16	1%	0
29: S=c1nc(C23CC4CC(CC(C4)C2)C3)nc2sccn12
    x	-1%	u	x	-4%	-0.1%	6%	x	x	7%	4
30: O=C(NCC1CCCO1)NC12CC3CC(CC(C3)C1)C2 (configuration not stated)
    u	1%	4%	7%	16%[15.4 µM]	-0.3%	1%	-3	-9	5%	1

Some of these compounds in order of molecular weight, smallest number first.
Results follow in this order: Giardia kill	USP2a inh	PKM2 activator	uPA generation	Eya2 inh	B2AR arrestin	Chronic BCR inh	KCNH2 WT inh	KCNH2 3.1 block	GALK inhibitor	FBPA coupling cs
17: COc1cccc(C(=O)Nc2cc(Cl)c(O)c(Cl)c2)c1
    -10	0%	1%	u	16%	-1.0%	u	-5	-3	1%	-5
28: CCOC(=O)CSc1ccc2nnc(-c3cccnc3)n2n1
    6	0%	-1%	21%	3%	-0.1%	4%	-2	-16	1%	0
22: CC(Sc1nnnn1-c1ccc(O)cc1)c1nc2ccccc2c(=O)[nH]1 (configuration not stated)
    -12	-1%	4%	2%	6%	-0.6%	5%	5	-9	-1%	3

(next part)
Results follow in this order: Giardia kill	USP2a inh	PKM2 activator	uPA generation	Eya2 inh	B2AR arrestin	Chronic BCR inh	KCNH2 WT inh	KCNH2 3.1 block	GALK inhibitor	FBPA coupling cs
31: COc1ccccc1N(CC(O)Cn1ccnc1C)S(=O)(=O)c1ccccc1 (configuration not stated)
    11	2%	x	0%	8%	0.1%	-4%	4	13	2%	0
32: C=CCn1c(=N)c(C(=O)OCC)cc2c(=O)n3cc(C)ccc3nc21
    x	0%	6%	x	3%	0.3%	-1%	x	x	7%	1
33: NC(CCC(=O)O)C12CC3CC(CC(C3)C1)C2 (configuration not stated)
    3	0%	3%	-3%	-7%	-0.3%	0%	5	14	3%	0
34: O=C1N=c2ccccc2=C1c1[nH]c(=S)[nH]c1O
    5	-2%	0%	-2%	1%	0.0%	u	10	-3	0%	2
35: O=C(OCc1cc(Cl)ccc1OC(F)F)c1cc(S(=O)(=O)O)ccc1O
    x	-1%	0%	x	19%	-0.7%	u	x	x	1%	18
36: CC(C)(C)c1ccc(C(=O)NCC(=O)OCC(=O)N2CCN(S(=O)(=O)c3ccc(Cl)cc3)CC2)cc1
    11	-2%	x	-18%	-21%	0.3%	2%	-4	-15	x	x
37: Cc1ccc(NC(=O)c2ccc(-n3cccn3)c([N+](=O)[O-])c2)cc1
    -10	-1%	-1%	-4%	7%	-0.1%	u	-7	1	-7%	-12
38: CC(C)Oc1cccc(NC(=O)c2cnccc2C(F)(F)F)c1
    8	1%	-1%	5%	-2%	-0.9%	u	-7	-8	-2%	-1
39: Cc1c(OC(C(=O)O)c2ccccc2)ccc2c1oc(=O)c1ccccc12 (configuration not stated)
    -29	-1%	-6%[11.5 µM]	6%	13%	-0.9%	0%	-10	-19	-3%	10
40: CCN1CCN(C2CCCCC2NS(=O)(=O)c2ccc(Cl)cc2)CC1 (configuration not stated)
    5	-6%	-5%	-2%	-11%	0.5%	-5%	45	7	8%	-2
41: Cc1ccc(Cl)cc1NC(=O)Cn1cc(C(F)(F)F)cc(Cl)c1=O
    6	1%	-6%	1%	-1%	-0.9%	5%	3	-7	0%	1

Reformatted: results already given
(34) O=C1N=c2ccccc2=C1c1[nH]c(=S)[nH]c1O
(35) O=C(OCc1cc(Cl)ccc1OC(F)F)c1cc(S(=O)(=O)O)ccc1O

assay / entry	34	35
Giardia kill	5	x
USP2a inh	-2%	-1%
PKM2 activator	0%	0%
uPA generation	-2%	x
Eya2 inh	1%	19%
B2AR arrestin	0.0%	-0.7%
Chronic BCR inh	u	u
KCNH2 WT inh	10	x
KCNH2 3.1 block	-3	x
GALK inhibitor	0%	1%
FBPA coupling cs	2	18
